Source: PubChem BioAssay
KCNQ2 inh – KCNQ2 potassium channel inhibitors, primary screen, cell-based, CHO-K1, FluxOR thallium flux, B-score (AID 2156). Potassium voltage-gated channel subfamily KQT member 2 (Rattus norvegicus), O88943. 20 min; stronger effect = lower value. B-score at 10 µM. 310,000 compounds, 1.1% hits;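 active = fluorescence ratio B-score at most minus 3 library SDs, with starting brightness B-score within 2 library SDs, cut at about -5.5 in these data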
Target sequence (O88943 whole entry, looked up): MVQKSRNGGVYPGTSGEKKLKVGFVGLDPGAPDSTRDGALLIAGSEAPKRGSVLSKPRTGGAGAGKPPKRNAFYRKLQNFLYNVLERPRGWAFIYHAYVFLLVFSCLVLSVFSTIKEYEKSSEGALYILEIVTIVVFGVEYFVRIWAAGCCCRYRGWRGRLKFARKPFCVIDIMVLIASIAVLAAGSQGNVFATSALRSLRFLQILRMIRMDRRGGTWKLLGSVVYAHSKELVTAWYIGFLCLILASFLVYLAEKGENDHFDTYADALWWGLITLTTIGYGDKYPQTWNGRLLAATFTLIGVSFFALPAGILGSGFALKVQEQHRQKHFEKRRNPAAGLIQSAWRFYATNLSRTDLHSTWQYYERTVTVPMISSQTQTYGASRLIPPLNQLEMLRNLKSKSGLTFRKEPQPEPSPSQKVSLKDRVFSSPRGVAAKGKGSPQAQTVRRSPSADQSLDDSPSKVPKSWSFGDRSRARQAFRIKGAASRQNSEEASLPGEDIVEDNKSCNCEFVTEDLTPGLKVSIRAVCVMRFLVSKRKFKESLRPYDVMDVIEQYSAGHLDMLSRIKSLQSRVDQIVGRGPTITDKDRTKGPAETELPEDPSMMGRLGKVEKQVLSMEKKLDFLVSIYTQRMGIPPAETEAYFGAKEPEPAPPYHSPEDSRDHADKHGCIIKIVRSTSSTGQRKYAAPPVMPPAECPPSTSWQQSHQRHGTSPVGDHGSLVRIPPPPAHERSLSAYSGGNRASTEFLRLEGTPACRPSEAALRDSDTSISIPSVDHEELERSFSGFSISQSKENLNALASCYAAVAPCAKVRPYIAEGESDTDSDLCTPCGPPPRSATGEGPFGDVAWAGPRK
CHT inh – inhibitors of human choline transporter CHT; B-score at 10 µM; 310,000 compounds, 0.86% hits; High affinity choline transporter 1 (Homo sapiens), Q9GZV3; CHT-expressing cells, membrane potential dye, choline response; stronger effect = lower value;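 active = B-score over 3 SD under the library average, and starting fluorescence ratio not unusually high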;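 note: choline stimulus applied at its EC90 after an EC20 pre-addition; B-score computed on integrated fluorescence ratio after choline addition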
An asterisk follows results filed as active; i = inactive; nt = not tested or not shown.

mol | CHT inh | KCNQ2 inh
COc1ccc(NC(=O)C(c2ccccc2)N(C)C(=O)c2ccc(=O)[nH]c2)cc1 (stereo unspecified) | i | i
CC(C)(C)c1cc(C2=CSC3=NCCN23)cc(C(C)(C)C)c1O | i | i
CC(NC(=O)c1ccc(F)cc1F)C1CC2CCC1C2 (stereo unspecified) | i | i
C(/C=C/c1ccccc1)=N/N1CCN(c2ccccc2)CC1 | i | i
C/C(CC(=O)N1CCN(C=O)CC1)=N\NC(=O)c1cccc([N+](=O)[O-])c1 | i | i
O=C(NCCSCc1c(F)cccc1Cl)c1ccco1 | i | i
Cc1cc(F)c(F)c(C(=O)N2CCOCC2)c1Cl | i | i
COc1cccc(-n2c(N)c(-c3nc4ccccc4[nH]3)sc2=S)c1 | i | i
C=CCn1c(Sc2nc(C)cs2)nc2c1c(=O)[nH]c(=O)n2C | i | i
CCOc1ccccc1NC(=O)CNC(=O)c1nn(-c2ccc(OC)c(OC)c2)c(=O)c2ccccc12 | i | i
O=C1C(=O)N(CCCn2ccnc2)C(c2cccnc2)/C1=C(/O)c1ccc(F)cc1 (stereo unspecified) | i | i
CN(c1ccc(F)cc1)S(=O)(=O)c1ccc2[nH]cc(C(=O)O)c(=O)c2c1 | i | nt

Further structures follow.
mol | CHT inh | KCNQ2 inh
Clc1ccc(-n2cccc2CN2CCc3c([nH]c4ccccc34)C2c2ccccn2)nc1 (stereo unspecified) | i | i
COc1ccccc1NC(=O)c1ccc(NC(=O)CN2CCCC2)cc1 | i | i
COc1ccc(C(=O)Nc2ccc(N3CCC(C)CC3)cc2)cc1Br | i | i
CCc1ccc(C(c2c(C)nn(-c3ccccc3)c2N)c2c(C)nn(-c3ccccc3)c2N)cc1 | i | i
Cc1ccc(Oc2ncnc(N)c2[N+](=O)[O-])cc1 | i | i
COc1ccc(NC(=O)Nc2ccc(O)c3ccccc23)cc1 | i | i
COc1ccc([C@@H]2[C@@H]3C(=O)N(C(C)(C)C)C(=O)[C@@H]3[C@]3(C)C(=O)N(c4ccc(C(F)(F)F)cc4)C(=O)N23)cc1 | i | i
CC(C)(C)OC(=O)N1CCN(C(=O)OCC2c3ccccc3-c3ccccc32)CC1C(=O)O (stereo unspecified) | i | i
Cc1ccc(C(=O)Nc2cccc(N3C(=O)C4CCC(C)CC4C3=O)c2)cc1 (stereo unspecified) | i | i
COC(=O)c1c(C)[nH]c(C(=O)OC(C)C(=O)N2CCOCC2)c1C (stereo unspecified) | i | i
Cc1ccc(Cn2nc(C)c(NC(=O)c3cc(C)no3)c2C)cc1 | i | i
CCO[C@H]1OC(C(=O)N2CCOCC2)=C[C@@H](c2ccc(C(F)(F)F)cc2)[C@@H]1CCCO | i | i

Further entries follow:
mol | CHT inh | KCNQ2 inh
O=C1Nc2ccccc2C1=Nc1ccc(Cl)cc1 | i | i
O=C(CCc1nc2ccccc2c(=O)[nH]1)Nc1cc(C(F)(F)F)ccc1N1CCOCC1 | i | i
Cc1cc(OC(C)C)c2c(-c3ccccc3)cc(=O)oc2c1 | i | i
CCOc1cccc2sc(N(CCN(C)C)C(=O)CCS(=O)(=O)c3ccccc3)nc12 | i | i
O=C(Nc1ccon1)Nc1cc(Cl)ccc1Cl | i | i
N#Cc1nc(-c2cccs2)oc1NCc1ccco1 | i | i
C/C(=N\Nc1nc(N)cc(Cl)n1)c1ccc(Cl)c(Cl)c1 | i | i
O=S(=O)(NCCc1cn2ccccc2n1)c1ccc2c(c1)CCCC2 | i | i
Cc1cc(C)cc(NC(=O)CCc2c(C)nn(-c3ccc(N4CCOCC4)nn3)c2C)c1 | i | i
COc1ccc(/C=C/c2c(-c3ccc(OC)cc3)oc3ccc(-c4ccc(OC)cc4)cc23)cc1 | i | i
Cc1cc(C)n2nc(CC(=O)NCc3ccccc3Cl)nc2n1 | i | i
CC1C[C@@]2(NC(=O)NC2=O)C(C)CN1C (stereo partly specified) | i | i

3 entries out of the list, arranged by formula weight, ascending.
mol | CHT inh | KCNQ2 inh
CC1C[C@@]2(NC(=O)NC2=O)C(C)CN1C (stereo partly specified) | i | i
N#Cc1nc(-c2cccs2)oc1NCc1ccco1 | i | i
C/C(=N\Nc1nc(N)cc(Cl)n1)c1ccc(Cl)c(Cl)c1 | i | i

The results go on.
mol | CHT inh | KCNQ2 inh
CCCCN(CCCNC(=O)Cn1nc(CC)n2c(cc3sc(C)cc32)c1=O)Cc1ccccc1 | i | i
CC(=O)Nc1ccc(S(=O)(=O)N2CC(=O)NC(=O)C2)cc1 | i | i
O=[N+]([O-])c1ccccc1C1Nc2cccc3cccc(c23)N1 | i | i
CCc1ccc(NS(=O)(=O)c2ccc(OC)c3ncccc23)cc1 | i | i
COc1cc(CNCc2ccc3c(c2)OCO3)c([N+](=O)[O-])cc1OC | i | i
C[C@H]1CC[C@]2(O[C@H](CCO)C[C@H](O)[C@H]2O)O1 | i | i
COC(=O)[C@@H]1C(c2ccccc2)(c2ccccc2)[C@@]1(C)C(=O)OC | i | i
O=C(CN1CCN(Cc2ccccc2)CC1)NC(=O)NCc1ccco1 | i | i
CCOC(=O)C1=C(c2ccccc2)N2CCS(=O)(=O)N=C2S1 | i | i
S=C(Nc1ccc(Cl)cc1)NC1CCCCC1 | i | i
CSCCC(NC(=O)c1ccccc1Br)C(=O)N1CCC(C)CC1 (stereo unspecified) | i | -12*
COc1ccc(-c2nn3cnnc3s2)cc1OC | i | i

Remaining list, next part
mol | CHT inh | KCNQ2 inh
CC1CCCC(NC(=O)C2CCN(S(=O)(=O)N3CCCCC3)CC2)C1C (stereo unspecified) | i | i
COC(=O)c1cc(Br)ccc1NC(=O)Nc1ccccc1 | i | i
COc1ccc(C(=O)NC(Cc2ccccc2)c2ccc3c(c2)OCCCO3)cc1 (stereo unspecified) | i | i
CCc1ccc(C2CC(c3cccc(Cl)c3)n3nc(N)nc3N2)cc1 (stereo unspecified) | i | i
CC(CC(=O)O)CC(=O)Nc1ccc(Br)cc1 (stereo unspecified) | i | i
Cc1nnc(N/N=C/c2ccc(Br)cc2)n1N | i | i
CC(C)(C)OC(=O)N[C@@H](Cc1ccccc1)C(=O)NCC1CCC(C(=O)O)CC1 (stereo partly specified) | i | i
O=C(O)c1ccc(N=Cc2c(O)ccc3ccccc23)cc1 | i | i
CC1(C)Cc2nc3oc4c(N(CCO)Cc5ccccc5)ncnc4c3cc2CO1 | i | i
CCOc1cc(CNCc2cccnc2)cc(Br)c1OCC(N)=O | i | i
Cn1nc(C(=O)N2CCc3ccccc3C2)c2ccccc2c1=O | i | i
CCCCNC(=O)CN1C(=O)C(CC)Oc2ccc(Cl)cc21 (stereo unspecified) | i | i

Shown field by field: part of the list above
> CC(C)(C)OC(=O)N[C@@H](Cc1ccccc1)C(=O)NCC1CCC(C(=O)O)CC1 (stereo partly specified)
- CHT inh: i
- KCNQ2 inh: i
> O=C(O)c1ccc(N=Cc2c(O)ccc3ccccc23)cc1
- CHT inh: i
- KCNQ2 inh: i
> CC1(C)Cc2nc3oc4c(N(CCO)Cc5ccccc5)ncnc4c3cc2CO1
- CHT inh: i
- KCNQ2 inh: i

Going on with the list:
mol | CHT inh | KCNQ2 inh
O=C(Cn1cnc(S(=O)(=O)N2CCCC2)c1)Nc1cccc(F)c1 | i | i
COc1ccc2nc(N3CCOCC3)cc(C)c2c1 | i | i
Cc1cccnc1NC(=O)CSc1nnc(Cc2ccccc2)o1 | i | i
CC1(c2ccccc2)NC(=O)N(CC(=O)N2CCN(S(=O)(=O)c3cccs3)CC2)C1=O (stereo unspecified) | i | i
CCn1c(=O)n(CC)c2cc(S(=O)(=O)Nc3c(C)cccc3C)ccc21 | i | i
CC(C)(C)C(=O)Nc1ccc(C(=O)Nc2cccc(Oc3ccc(C(=O)O)c(C(=O)O)c3)c2)cc1 | i | i
COc1ccc(-c2c(C#N)c(N)nc3c2CCc2ccccc2-3)cc1OC | i | i
O=C(Cn1c(=O)oc2ccccc21)Nc1ccccc1C(F)(F)F | i | i
O=[N+]([O-])c1cccc2ncccc12 | i | i
O=C(Oc1ccnc2cc(Cl)ccc12)N1CCOCC1 | i | i
Cc1cccc(Cc2nnc(CCC(=O)NCc3cnc4ccccn34)o2)c1 | i | i
CNc1nc(Cl)nc(Nc2ccccc2)n1 | i | i

Going on with the list:
mol | CHT inh | KCNQ2 inh
C=CCNCCCCOc1ccc(C)cc1[N+](=O)[O-] | i | i
Cc1cccc(OCC(O)CN2CCN(C3CCCCC3)CC2)c1 (stereo unspecified) | i | i
Cc1ccc(S(=O)(=O)CCc2nc3ccccc3s2)cc1 | i | i
Cc1ccc(S(=O)(=O)/N=C(/Sc2ccccc2C(=O)O)c2ccccc2)cc1 | i | i
COc1ccccc1Oc1ccc(-c2cnc3ccccc3n2)cc1[N+](=O)[O-] | i | i
Cc1ccc(S(=O)(=O)N2CCNC(=O)CC2)cc1 | i | i
Cc1nc2ccccc2c2oc(C(=O)NCCN3CCCCC3C)cc12 (stereo unspecified) | i | i
Cc1cc([N+](=O)[O-])cc([N+](=O)[O-])c1NCC(C)C | i | i
NNC(=O)COc1ccccc1[N+](=O)[O-] | i | i
Cc1[nH]c2ccccc2c1/C=N/NC(=O)CNC(=O)Cc1ccccc1 | i | i
Cc1ccc(OCC(=O)O/N=C(\N)Cc2cccs2)cc1C | i | i
CNC(=O)CN1C(=O)NC2(CCc3ccccc32)C1=O (stereo unspecified) | i | i

(more compounds)
mol | CHT inh | KCNQ2 inh
CN1CCN(C(=O)c2ccc3ccccc3c2)CC1 | i | i
CN(C)c1cncc(C(=O)O)c1 | i | i
CCCC(=O)Nc1ccc(C(=O)Nc2nnc(COC)s2)cc1 | i | i
Cc1nc2cc(NC(=O)NC3CC3)ccc2n1C | i | i
Cc1nnc2ccc(N3CCN(C(=O)c4ccccc4)CC3)nn12 | i | i
Cc1ccc(C(=O)NCCCN2CCOCC2)o1 | i | i
Cc1ccc(NC(=O)NCc2cccn2C)cc1C | i | i
CS(=O)(=O)N1CCC(C(=O)Nc2cccc([N+](=O)[O-])c2)CC1 | i | i
CN(C)CCNC(=S)NC1CCCCC1 | i | i
N/C(=N\OC(=O)/C=C/c1ccccc1Cl)c1cccnc1 | i | i
C[C@@]12CCC=C[C@H]1[C@H](c1ccc3ccccc3c1Br)N(Cc1ccccc1)C2=O | nt | i
Nc1n[nH]c(-c2ccc(F)cc2)n1 | i | i

More records follow:
mol | CHT inh | KCNQ2 inh
Cc1cc(=O)[nH]c(SCc2nc3ccccc3n2Cc2ccccc2)n1 | i | i
CCN1C(=O)S/C(=C\c2ccc(N3CCOCC3)cc2C)C1=O | i | i
NS(=O)(=O)c1ccc(CCNC(=O)c2ccccc2-c2ccccc2)cc1 | i | i
CCOC(=O)c1oc2cccc(OCC(O)CNC(C)C)c2c1C (stereo unspecified) | i | i
CC(=O)c1cccc(NC(=O)C(CC(C)C)NC(=O)C2CCCCC2)c1 (stereo unspecified) | i | i
CCn1c(CSc2nc(C)cc(C)n2)nnc1SCC(=O)Nc1cccc2ccccc12 | i | i
Cc1noc(C)c1C(=O)N1CCC(CO)(Cc2ccccc2)CC1 | i | i
COc1ccc(S(=O)(=O)N2c3cc(Cl)ccc3Oc3nc4ccccc4nc32)cc1 | i | i
O=C(NNC(=O)c1cc(O)c(O)c(O)c1)NC1CCCCC1 | i | i
CCOC(=O)CCCN1CC(O)=C(c2nc3ccccc3s2)C1=N | i | i
Cc1nc(N2CCN(C(=O)c3ccco3)CC2)c2c3c(sc2n1)CCC3 | i | i
CCN(CC)P(=O)(Nc1ccc([N+](=O)[O-])cc1)c1c(C)nn(CCC#N)c1NC(=O)c1ccc(Cl)cc1Cl (stereo unspecified) | i | i

Other records.
mol | CHT inh | KCNQ2 inh
Cc1ccc(C(=O)Nc2cccc3ccccc23)o1 | i | i
Cc1ccc(NC(=O)CSc2nc(=O)n(CCN(C)C)c3c2CCCC3)c(C)c1 | i | i
O=C(O)C1=CC[C@@H](c2ccc(Cl)cc2)N(S(=O)(=O)c2ccc(Cl)cc2)[C@H]1c1ccc(F)cc1 | -6.3* | nt
CCOC(=O)[C@@H]1[C@H]2COc3ccccc3[C@H]2N2C(=O)N(c3ccc(C(F)(F)F)cc3)C(=O)[C@]12C | i | i
Cc1cccc(N2CN=c3s/c(=C\c4ccncc4)c(=O)n3C2)c1 | nt | i
COC(=O)CCC(=O)OC1(C)C(=O)C2=CN(CCN3CCOCC3)C(c3ccc(OC)cc3)=CC2=C(Br)C1=O (stereo unspecified) | i | i
CC(c1ccccc1C(O)c1ccccc1)N(C)C (stereo unspecified) | i | i
COc1cc(-c2nc(-c3ccncc3)no2)cc(OC)c1OC | i | i
COc1cnc(-c2ccccn2)nc1Oc1ccc(C(C)(C)C)cc1 | i | i
COc1cc(/C=C/C(=O)Nc2nc3ccc(S(=O)(=O)NC(C)C)cc3s2)cc(OC)c1OC | i | i
CC(=O)c1ccc(NS(=O)(=O)c2ccc3c(c2)N(C(C)=O)CCO3)cc1 | i | i
CCC(CC)c1nn2c(N)c(/C=C3\C=Nc4ccccc43)c(=O)nc2s1 | i | i

Next records follow.
mol | CHT inh | KCNQ2 inh
COC(=O)Cn1c(O)c(N=NC(=O)c2ccc3c(c2)OCO3)c2ccccc21 | i | i
Cc1cc2cc(CNC(=O)c3ccc(S(=O)(=O)N4CCCCC4)cc3)ccc2n1C | i | i
O=C(Nc1ccon1)c1sc2cc(F)ccc2c1Cl | i | nt
CCOc1ccc(NC(=O)CN2CCN(CC(=O)Nc3ccccc3OC)CC2)cc1 | i | i
C[C@H](O)c1[nH]c2cc(F)ccc2c1[C@H](C)O | i | i
CCC(C)NC(=O)CN(c1cc(Cl)cc(Cl)c1)S(C)(=O)=O (stereo unspecified) | i | i
